# From PubChem BioAssay
# LDHA inh – inhibitors of human lactate dehydrogenase A | activity change, % (values are at about 110 or 230 µM) | 480,000 compounds, 0.15% hits | P00338 | purified LDHA, NADH/diaphorase-resazurin fluorescence; active compounds read low; in the data active means activity change below about -30%;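 further: plate controls were DMSO wells for no effect and wells without enzyme for full effect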
#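 Enzyme activity of human lactate dehydrogenase 5 (2 nM; 0.06 mM NADH, 0.2 mM pyruvate, 5 min, RT) is measured via a resazurin/diaphorase fluorescence readout of residual NADH.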
# D1 agonist – human D1 receptor agonism; HEK293 T-REx D1 cells, calcium flux, agonist mode; activation, % at 2 µM; 360,000 compounds, 1% hits; in the data active means activation above about 30%; further: 0% is about no effect
#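 Inducible HEK293 T-REx D1 cells, force-coupled to calcium signalling, were plated at 4000 cells/well with tetracycline and held overnight at 30 C. After no-wash calcium dye loading, compound-evoked calcium rise over 180 s flagged agonists.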
# D1 PAM – potentiators of human D1 dopamine receptor; P21728; AID 504651; 360,000 compounds, 0.036% hits; potentiation, % at 10 µM; HEK293 TREx D1 cells, calcium flux, dopamine EC20 potentiation; in the data active means potentiation above about 30%; further: 0% is about no effect
# D2 PAM – positive allosteric modulators of human D2 dopamine receptor; P14416; HEK293 T-REx D2, calcium flux, EC20 dopamine potentiation; potentiation, % at 10 µM; 340,000 compounds, 0.34% hits; AID 485347;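 active means potentiation over 3 SD above the plate norm, cut at about 30% in these data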; further: 0% is about no effect
#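 Primary screen. Calcium kinetics in induced HEK293 T-REx D2 cells: compound pre-addition 180 s, EC20 dopamine, 180 s more.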
# Vif-A3F inh – blocks the Vif interaction with APOBEC3F; HeLa A3F-eYFP + Vif (tagged APOBEC3F with the HIV-1 protein that degrades it), YFP fluorescence increase; AID 602313; Potency, µM (highest dose often 46.1 µM), without a hit: at the highest dose activity, negative = active; 390,000 compounds, 0.2% hits; further: potency means the concentration at half of the fitted maximal effect; % of control where 0% means no effect; nearly all actives have a fitted effect of over 65% in size
#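 HeLa cells stably expressing A3F-eYFP plus Vif, plated and incubated overnight at 37 deg C, then exposed to compounds overnight at 37 deg C. Blocked degradation read as raised yellow fluorescence (Ex 488/Em 500-530).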
# Vif-APOBEC3G blk – blocks the Vif interaction with human APOBEC3G | Potency, µM (series often up to 46.1 µM), for inactives: at the highest dose activity, negative = active, most hits filed as inhibitors | Q9HC16 | 410,000 compounds, 0.076% hits | HeLa A3G-eYFP + Vif (tagged APOBEC3G with the HIV-1 protein that degrades it), YFP fluorescence, overnight;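 further: potency means the concentration at half of the fitted maximal effect; on the % scale 0 is the no-effect control and ±100 the full control effect; nearly all actives have a fitted effect of over 60% in size; hits raise eYFP signal because A3G escapes Vif-driven loss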
#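 Read-out is eYFP fluorescence (Ex 488/Em 500-530) from Vif-expressing HeLa A3G-eYFP cells; more signal means A3G escaped Vif-mediated degradation. Cells plated overnight, compound pinned in, incubated overnight at 37 deg C.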
# RXFP1 ag – agonists of human relaxin receptor RXFP1. Q9HBX9. HEK293T-RXFP1 cAMP TR-FRET, 30 min; response scale: percent of porcine relaxin response, buffer zero. Potency, µM (top dose mostly 57.5 µM), without a hit: top-dose activation, hits mostly activators. 370,000 compounds, 0.3% hits. AID 2676; further: potency means the concentration at half of the fitted maximal effect; on the % scale 0 is the no-effect control and ±100 the full control effect; nearly all actives have a fitted effect of over 60% in size; many of its hits are not listed in these tables
# Target sequence (Q9HBX9 whole entry, looked up): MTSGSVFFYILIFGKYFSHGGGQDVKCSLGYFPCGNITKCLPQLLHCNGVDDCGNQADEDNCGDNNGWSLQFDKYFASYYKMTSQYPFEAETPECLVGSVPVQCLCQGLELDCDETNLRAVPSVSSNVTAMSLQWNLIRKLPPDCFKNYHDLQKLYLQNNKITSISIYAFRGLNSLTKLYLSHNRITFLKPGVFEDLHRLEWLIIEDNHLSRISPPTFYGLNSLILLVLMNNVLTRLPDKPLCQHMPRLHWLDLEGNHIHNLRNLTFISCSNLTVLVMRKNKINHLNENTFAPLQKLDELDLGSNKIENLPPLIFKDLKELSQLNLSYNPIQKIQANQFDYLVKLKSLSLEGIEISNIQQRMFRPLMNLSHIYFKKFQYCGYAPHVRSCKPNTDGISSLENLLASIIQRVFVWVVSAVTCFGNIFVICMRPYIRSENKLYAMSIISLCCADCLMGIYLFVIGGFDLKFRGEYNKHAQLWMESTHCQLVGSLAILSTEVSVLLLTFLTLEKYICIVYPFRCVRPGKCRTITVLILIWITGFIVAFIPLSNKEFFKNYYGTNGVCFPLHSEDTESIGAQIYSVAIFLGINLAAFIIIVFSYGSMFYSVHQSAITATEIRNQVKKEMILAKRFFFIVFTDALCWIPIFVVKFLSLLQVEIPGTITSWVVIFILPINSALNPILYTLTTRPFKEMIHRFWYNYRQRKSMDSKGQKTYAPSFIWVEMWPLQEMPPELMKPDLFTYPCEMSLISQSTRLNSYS
#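 HEK293T cells stably expressing RXFP1 were pretreated with the PDE4 inhibitor Ro 20174, exposed to compounds for 30 min at 37C, lysed, and cAMP was read by TR-FRET. Data normalized to buffer (basal) and 29 nM porcine relaxin (100%).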
# Glioma ERSR ind – ER stress response induction in glioma | 420,000 compounds, 0.02% hits | Potency, µM, for the others: at the highest dose activation, actives largely listed as activators | U87-MG GRP78 promoter luciferase reporter, 16 h; further: potency means the concentration at half of the fitted maximal effect; series mostly up to about 76 µM; % of control where 0% means no effect; nearly all actives have a fitted effect of over 35% in size
#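 Stably transfected U87-MG glioma cells carrying a GRP78-based luciferase sensor; 16 h compound incubation. Luminescence end-point read 10 min after Bright-Glo addition at room temperature.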
# D1 antagonist – blocks dopamine activation of the human D1 receptor. 360,000 compounds, 3.2% hits. activity change, negative = inhibition, % at 10 µM. HEK293 TREx D1 cells, calcium flux, dopamine EC80; active compounds read low. AID 504652; in the data active means activity change below about -30%; further: on the % scale 0 is the no-effect control and ±100 the full control effect
#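 Tetracycline-induced HEK293 T-REx cells with force-coupled D1 receptor were loaded with a no-wash calcium dye. Compound was added after a 10 s baseline and read kinetically for 180 s; EC80 dopamine was then added and calcium flux followed another 180 s.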
# Starred values were filed as active, the others as inactive; x = not tested or not shown; & = joins results of further samples. Unless noted, the call rests on the fitted dose curve; in most records, active means well fitted curve in the direction sought with a large enough effect; inconclusive means small, poorly fitted or top-dose-only effect, or another doubt; inactive means no such curve, though single readings can be large; an effect the other way counts as inactive or inconclusive. The list is partial; rates above refer to the full screens.
SMILES,LDHA inh,D1 agonist,D1 PAM,D2 PAM,Vif-A3F inh,Vif-APOBEC3G blk,RXFP1 ag,Glioma ERSR ind,D1 antagonist
COC(CNC(=O)CCCn1nnnc1CN1CCOCC1)c1cccs1 (stereo not given),-1,1,0,-8,0%,-2%,2.4%,-2%,7
CCOc1ccccc1C1C(C#N)=C(N)Oc2cc(C)n(C)c(=O)c21 (stereo not given),-2,2,0,2,-8%,-1%,24%,-1%,3
Nc1nccc(-c2nn(-c3ccc(Cl)cc3)ccc2=O)n1,-2,1,1,1,-3%,0%,-1.4%,-3%,-7
FC(F)(F)c1nc(=S)c2ccccc2[nH]1,-2,2,-3,-17,1%,-4%,0.3%,-1%,23
OC(CNCCc1ccccc1)c1ccccc1 (stereo not given),0,4,1,4,4%,1%,1.1%,0%,-14
O=C(c1cc(C2CC2)on1)N1CCN(c2ccccc2)CC1,-5,6,x,11,-5%,-6%,0.5%,1%,0
CCCCS(=O)(=O)N1CN(S(=O)(=O)CCCC)C2NC(=O)NC21 (stereo not given),-4,7,2,1,-5%,-1%,1.8%,-3%,1
CCOC(=O)C1CCCCN1Cc1ccccc1C(F)(F)F (stereo not given),-10,-1,0,-3,0%,0%,-0.6%,-2%,1
CCn1cc(S(=O)(=O)CC(=O)N2CCc3ccccc32)c2ccccc21,0,1,1,4,-1%,2%,-0.3%,-3%,-3
O=C(NN=Cc1ccc(F)cc1)c1cccc(S(=O)(=O)N2CCCC2)c1,-9,x,x,x,8%,1%,x,4%,x
Cc1ccc(-c2noc(CCC(=O)NCC3CCCO3)n2)cc1 (stereo not given),-4,-1,-1,-1,1%,0%,1.8%,-1%,-21
Cc1ccc(/C=C2\SC(=S)N(CCC(=O)NNC(=O)c3ccncc3)C2=O)cc1,-13,1,-2,3,9%,2%,-3.5%,-3%,-9
COc1ccccc1C(=O)NC(=S)N1CCCc2ccccc21,23,0,5,5,4%,2%,-1.2%,-2%,-5
COCC(C)NC(=O)CSc1nc2nn(-c3ccccc3)c(=O)c-2c2n1CCCCC2 (stereo not given),-12,3,-4,1,5%,0%,-2.8%,0%,5
CCCOc1ccc(C(=O)Nc2cccc(NC(=O)c3cccc(Cl)c3)c2)cc1,-9,2,-1,2,-7%,-1%,-0.9%,-2%,-8
COc1ccc(C(=O)NNC(=O)c2cnccn2)cc1[N+](=O)[O-],0,0,3,12,-14%,-1%,0.1%,0%,7
O=C(CS(=O)(=O)c1cccc(C(F)(F)F)c1)Nc1ccccc1Cl,-6,8,2,13,-15%,0%,-2.3%,-4%,-5
CC(Oc1ccc(Br)cc1)C(=O)Nc1ccc(S(=O)(=O)N(C)C2CCN(C)CC2)cc1 (stereo not given),-2,126*,13,-9,-5%,-6%,2.2%,17%,-52*
Cc1ccc(Cn2c(=O)n(CCCC(=O)NCc3ccccc3Cl)c(=O)c3ccccc32)cc1,1,10,0,2,-8%,3%,-7.1%,2%,6
Cc1cc(C)c(C)c(S(=O)(=O)N2CCC(C(=O)NC3=NCCS3)CC2)c1C,-2,0,-7,5,2%,-3%,-1.0%,-5%,-16
CCc1cccc(CC)c1NC(=O)COC(=O)CCc1cc(OC)c(OC)c(OC)c1,-2,2,7,6,18%,2%,-2.4%,-4%,19
CCOc1ccc(C(=O)NCC(c2ccc3c(c2)OCO3)N2CCN(c3ccccc3F)CC2)cc1 (stereo not given),-3,4,-5,-3,-1%,4%,-0.1%,-2%,8
CC(=O)NCCNc1nc2c(S(=O)(=O)c3ccc(C)c(C)c3)nnn2c2ccc(Cl)cc12,-8,2,3,5,-5%,-3%,5.1%,6%,-3
Cn1c(NC(=O)C[n+]2cc(-c3ccc(Cl)c(Cl)c3)n3c2CCC3)cc(=O)n(C)c1=O,-8,2,1,-7,-1%,0%,-1.0%,-5%,3
CCCCCCCC(=O)OC(CN1CCCCC1)CN1CCCC1=O (stereo not given),-4,2,2,8,-5%,0%,0.4%,-3%,1
Cc1cc(C(=O)NCc2ccc3c(c2)OCO3)n(-c2ccccc2)n1,-1,1,0,-13,-10%,-1%,0.1%,0%,0
COCCSc1ccccc1C(=O)Nc1nnc(C)s1,-6,0,0,19,2%,-1%,2.1%,-3%,-13
Cc1ccc(CNC(C)c2ccccc2)s1 (stereo not given),9&-3,-1,-4,-16,-1%,0%,-1.7%,-4%,7
Cc1ccccc1-n1nc(C)c(N=O)c1N,1,2,-4,-7,-3%,-1%,1.0%,-2%,-8
Cc1ccc(N(C(=O)c2cccs2)C2C=CS(=O)(=O)C2)cc1 (stereo not given),-11,1,0,11,3%,0%,3.7%,-6%,1

# Ordered by count of non-hydrogen atoms (rising): some entries from above
SMILES,LDHA inh,D1 agonist,D1 PAM,D2 PAM,Vif-A3F inh,Vif-APOBEC3G blk,RXFP1 ag,Glioma ERSR ind,D1 antagonist
FC(F)(F)c1nc(=S)c2ccccc2[nH]1,-2,2,-3,-17,1%,-4%,0.3%,-1%,23
Cc1ccc(-c2noc(CCC(=O)NCC3CCCO3)n2)cc1 (stereo not given),-4,-1,-1,-1,1%,0%,1.8%,-1%,-21
Cc1cc(C(=O)NCc2ccc3c(c2)OCO3)n(-c2ccccc2)n1,-1,1,0,-13,-10%,-1%,0.1%,0%,0
CCCOc1ccc(C(=O)Nc2cccc(NC(=O)c3cccc(Cl)c3)c2)cc1,-9,2,-1,2,-7%,-1%,-0.9%,-2%,-8
Cn1c(NC(=O)C[n+]2cc(-c3ccc(Cl)c(Cl)c3)n3c2CCC3)cc(=O)n(C)c1=O,-8,2,1,-7,-1%,0%,-1.0%,-5%,3

# (next part)
SMILES,LDHA inh,D1 agonist,D1 PAM,D2 PAM,Vif-A3F inh,Vif-APOBEC3G blk,RXFP1 ag,Glioma ERSR ind,D1 antagonist
COc1cccc(C(=O)NCC(=O)N2CCC3(CC2)NCCc2[nH]cnc23)c1OC,-1,2,1,4,1%,-1%,-0.8%,-5%,-6
C/C=C(\C)C(=O)N1CC2(CC(c3cccc(NC(=O)CCCCC)c3)=NO2)C[C@@H]1C(N)=O (stereo not given in full),6,2,-2,-6,1%,1%,1.5%,-3%,-13
CC(C)c1ccc(S(=O)(=O)Nc2ccc(O)c(Sc3ncn[nH]3)c2)cc1,4,8,-5,-9,12%,0%,0.6%,-3%,-4
CC(C)(C)N1CC(C(=O)Nc2ccc(C#N)cc2)CC1=O (stereo not given),0,5,-1,8,-6%,-3%,0.4%,-3%,10
O=C(NC1CCCC1)C1CC(=O)N(c2ccc(F)cc2)C1 (stereo not given),-3,5,x,3,3%,-8%,2.8%,-2%,6
O=C(CCC1CCCC1)N1CCc2c([nH]c3ccccc23)C1c1ccc(F)cc1 (stereo not given),-1,1,-2,10,4%,-2%,4.8%,-3%,-14
O=C(CN1CCOCC1)Nc1ccc(Br)cc1,-4,2,0,11,13%,0%,3.1%,-2%,-12
COc1cccc(S(=O)(=O)Nc2ccc3c(c2)[C@H]2C[C@H](CC(=O)N[C@@H](C)c4ccccc4)O[C@H](CO)[C@H]2O3)c1,0,x,x,x,5%,5%,x,2%,x
CCOc1ccc(C(=O)Nc2cc3c(cc2N2CCCC2)n(C)c(=O)c(=O)n3C)cc1OCC,27,1,4,-4,-1%,0%,19%,-2%,0
COCCNC(=O)c1c(N)n(-c2ccccc2)c2nc3ccccc3nc12,1,3,9,-2,-1%,-1%,4.8%,-2%,-1
C#CCn1c(S(=O)(=O)Cc2ccc(C)cc2)nc(-c2ccccc2)c1-c1ccccc1,-5&-3,12,5,-3,8%,1%,0.4%,-1%,7
COc1ccc2c3n(nc2c1)CCN=C3c1cc(Cl)c(N)c(Cl)c1,4,2,-8,-7,-8%,-21%,4.6%,0%,-36*
COc1cccc(N2CCN(S(=O)(=O)c3ccc4c(c3)N(C(C)=O)CCO4)CC2)c1,-6,10,-2,4,0%,1%,2.5%,-4%,-23
O=C(Cc1csc(N2CCOCC2)n1)N/N=C/c1ccc(F)cc1,-2,2,-2,9,-8%,1%,1.8%,-2%,-4
CCOc1ccccc1NC(=O)C1CCCCN1S(=O)(=O)c1ccc(F)cc1 (stereo not given),0,6,1,-5,-14%,0%,0.4%,-4%,-3
COc1ccc(NC(=O)C2CCN(S(=O)(=O)c3ccc4[nH]c(=O)ccc4c3)CC2)cc1Cl,1,1,-5,-12,-1%,-4%,1.5%,-5%,3
Cc1ccccc1OCC(=O)Nc1nc(-c2ccncc2)cs1,-4,9,-4,5,1%,-10%,-0.1%,-2%,7
CCN(CCNS(=O)(=O)c1ccc2[nH]c(=O)sc2c1)c1ccccc1,2,-1,-4,7,7%,0%,0.1%,-4%,-13
CCCCc1c(O)nc(SCC(=O)N2CCCCC2)[nH]c1=O,2,0,-7,10,-13%,4%,-2.2%,-2%,6
CCOP(=O)(c1ccccc1)C(O)c1ccc([N+](=O)[O-])cc1 (stereo not given),-4,4,-9,14,1%,2%,0.3%,-2%,7
Cn1c(=O)c2c(nc(CN3CCOCC3)n2CCc2ccccc2)n(C)c1=O,5,2,-7,-13,-1%,-11%,8.0%,1%,1
O=C(NCCCn1ccnc1)C1CCCN(S(=O)(=O)c2ccc(F)cc2)C1 (stereo not given),-3,1,-5,x,-5%,1%,-0.8%,-3%,-17
CC1CCN(Cc2nnc(-c3cccc(Br)c3)o2)CC1,-3,15,2,1,7%,-5%,0.6%,8%,0
O=c1c2ccccc2nc(-c2ccccc2)n1CCCn1ccnc1,-1,4,-5,-3,1%,1%,1.9%,-7%,-14
NS(=O)(=O)c1cccc(NC(=O)c2cc(=O)c3ccccc3o2)c1,3,2,-3,-4,-1%,0%,0.8%,1%,-4
O=C(Nc1nnc(CCc2ccccc2)s1)c1cccc(F)c1,-8,2,2,-2,-1%,0%,-0.2%,3%,-5
CCN=c1scc(C)n1/N=C/c1cc(Br)c(O)c(Br)c1,-3,3,-4,-4,4%,-2%,1.2%,10%,-6
COc1cc2nc(C3CCC3)nc(N3CCN(c4ccccc4OC)CC3)c2cc1OC,1,9,-2,-4,0%,-3%,1.2%,-7%,3
